# Source: PubChem
# Glioma ERSR ind: induces the endoplasmic reticulum stress response in human glioma cells. 0.02% of 420,000 active. Potency, µM, inactives show at the top dose activation, most hits filed as activators. U87-MG GRP78 promoter luciferase reporter, 16 h; active = well fitted activation curve with a large enough effect; inconclusive = small, poorly fitted or top-dose-only effect; inactive = no such curve, though single readings can be large or run the other way; note: series mostly up to about 76 µM; % of control where 0% means no effect; nearly all actives have a fitted effect of over 35% in size
#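 Stably transfected U87-MG human glioma cells carrying a GRP78-based luminescent sensor were seeded at 1000 cells/well, pin-dosed with compounds and incubated 16 h. Luciferase reagent was then added, and end-point luminescence was read after 10 min at room temperature.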
# * marks the source's active call; other numbers are inactive results; u = inconclusive; & = joins results of further samples. Potency is the fitted concentration of half-maximal effect.
SMILES,Glioma ERSR ind
COc1cccc(-c2cc(NCc3ccccc3OC)ncn2)c1,1%
CCCCCCCC/C=C\CCCCCCCC(=O)N[C@H](CO)Cc1ccc(O)cc1,-8%
CC(C)Cc1nc2cc(NS(=O)(=O)N(C)C)cc(C(=O)N3CCOc4ccccc4C3)c2n1C,-1%
C[C@@H]1CC[C@H]2C(=O)N3[C@@H](CC[C@@H](C)[C@@H]3c3ccc(Br)cc3)C(=O)N2[C@@H]1c1ccc(Br)cc1,-4%
Cc1noc(C)c1-c1cc(N2CCNCC2)ncn1,-3%
O=C(O)CNC(=O)[C@@H](CS)Cc1ccccc1,-4%
COCOc1ccc(Br)cc1C(=O)[C@H]1O[C@H]1c1cccc(OC)c1,-6%
O=c1c(CCc2ccccc2)nc2cnc(N3CCNCC3)nc2n1Cc1ccc(F)cc1,-3%
COC(=O)Nc1nc2ccc(C(=O)c3ccccc3)cc2[nH]1,0%&-2%
CC(C)(CNC(=O)c1cnn(-c2ncc3c(n2)-c2ccccc2CC3)c1C1CC1)N1CCOCC1,-4%
COc1ccccc1/C=C/C1=CC2(C)CC1(C)C(c1ccccc1OC)CC2=O (stereo not drawn),-4%
CN(Cc1ccco1)c1ncncc1-c1ccccc1Cl,0%
OC/C=C/c1ccccc1,-4%
O=C(Nc1ccccc1)C12CC1/C(=N\O)c1ccccc1O2 (stereo not drawn),-1%
Cn1c(=O)c(-c2ccc(Cl)cc2)nc2cnc(OCc3ccccc3)nc21,0%
CO[C@H]1COC(=O)[C@H]2CCCN2C(=O)[C@@H](C)COC(=O)C/C=C\[C@@H]1C,-3%
CC(C)C(=O)NC(C)c1nnc2n1CCN(Cc1cccc3ncccc13)CC2 (stereo not drawn),-3%
C#C[C@@]1(OC(C)=O)CC[C@@H]2[C@@H]3CCC4=C[C@@H](OC(C)=O)CC[C@H]4[C@H]3CC[C@]21C,-2%
Nc1nc2c(ncn2[C@@H]2O[C@H](COP(=O)(O)OP(=O)(O)OP(=O)(O)O)[C@@H](O)C2O)c(=O)[nH]1 (stereo partly drawn),-3%
Cc1ccc2[nH]c3nc(CCCn4ccnc4-c4ccccc4)nnc3c2c1,-3%
Cn1c(=O)[nH]c(=O)c2[nH]cnc21,-1%
COc1cc(-c2coc3cc(OC)c(OC)c(OC)c3c2=O)cc(OC)c1OC,1%
NC(=O)CCC1NC(=O)C(Cc2ccccc2)NC(=O)C(Cc2ccc(O)cc2)NC(=O)CCSSCC(C(=O)N2CCCC2C(=O)NC(CCCN=C(N)N)C(=O)NCC(N)=O)NC(=O)C(CC(N)=O)NC1=O (stereo not drawn),-4%&-4%
COCCn1c(=O)c(-c2ccccc2)nc2cnc(Nc3cccc(OC)c3)nc21,-4%
CC(C)NC(=O)N1CC[C@@]2(CCCN(C(=O)c3cc(C(F)(F)F)cc(C(F)(F)F)c3)C2)C1,-3%

# Entries from the list above that have a carbonyl joined to an NH by a bond outside any ring:
SMILES,Glioma ERSR ind
CCCCCCCC/C=C\CCCCCCCC(=O)N[C@H](CO)Cc1ccc(O)cc1,-8%
O=C(O)CNC(=O)[C@@H](CS)Cc1ccccc1,-4%
COC(=O)Nc1nc2ccc(C(=O)c3ccccc3)cc2[nH]1,0%&-2%
CC(C)(CNC(=O)c1cnn(-c2ncc3c(n2)-c2ccccc2CC3)c1C1CC1)N1CCOCC1,-4%
O=C(Nc1ccccc1)C12CC1/C(=N\O)c1ccccc1O2 (stereo not drawn),-1%
CC(C)C(=O)NC(C)c1nnc2n1CCN(Cc1cccc3ncccc13)CC2 (stereo not drawn),-3%
NC(=O)CCC1NC(=O)C(Cc2ccccc2)NC(=O)C(Cc2ccc(O)cc2)NC(=O)CCSSCC(C(=O)N2CCCC2C(=O)NC(CCCN=C(N)N)C(=O)NCC(N)=O)NC(=O)C(CC(N)=O)NC1=O (stereo not drawn),-4%&-4%
CC(C)NC(=O)N1CC[C@@]2(CCCN(C(=O)c3cc(C(F)(F)F)cc(C(F)(F)F)c3)C2)C1,-3%

# (next part)
SMILES,Glioma ERSR ind
CCOC(=O)N/N=C1/C[C@@H](O)[C@@H](O)[C@@H]2[C@@H]3C(=O)N(Cc4ccccc4)C(=O)[C@H]3CC[C@H]12,-5%
CCC(=O)[C@@]1(C)[C@H](C)C[C@@H]2[C@@H]3CCC4=CC(=O)C=C[C@@]4(C)[C@H]3[C@H](O)C[C@]21C,-3%
CC1CCC2C(=O)N3C(CCC(C)[C@@H]3c3cccc(N4CCOCC4)c3)C(=O)N2C1c1cccc(N2CCOCC2)c1 (stereo partly drawn),-5%
COc1ccc(-c2nc3cnc(OC)nc3n(Cc3cccs3)c2=O)cc1,-3%
CC(C)CO/N=C1/C[C@@H](O)[C@@H](O)[C@@H]2[C@@H]3C(=O)N(C[C@@H]4CCCO4)C(=O)[C@H]3CC[C@@H]12,-4%
CCCCCCCC/C=C\CCCCCCCC(=O)NCc1ccc(O)c(OC)c1,-2%&-6%
C=CC[C@@H]1C=C[C@@H](O/N=C2/C[C@@H](O)[C@@H](O)[C@@H]3[C@@H]4C(=O)N(CC)C(=O)[C@H]4CC[C@@H]23)[C@@H](CO)O1,-5%
Cn1c(=O)c(-c2cccs2)nc2cnc(N3CCOCC3)nc21,-2%
CC(C)C(NS(C)(=O)=O)c1nnc2n1CCN(Cc1ccc(C#CC(C)(C)O)cc1)CC2 (stereo not drawn),2%
CN(C)c1nc(-c2ccoc2)nc2ccccc12,-3%
NC[C@@H]1O[C@H](c2ccccc2)Cc2c1ccc(O)c2O,-4%&-5%
Cc1ccc(C(=O)NCCc2nnc3n2CCN(C(=O)c2ccnc(Cl)c2)CC3)cc1,-5%
O=C1NC(=O)c2c1c(-c1ccccc1)cc1[nH]c3ccc(O)cc3c21,-11%
O=C(c1ccncc1)N1CCC[C@@]2(CCN(Cc3ccccc3)C2)C1,-4%
COCC(=O)N1CCC2(CC1)CCN(c1cccc(-c3ccccc3)c1)CC2,-3%
CC/C=C(\C(=O)N[C@H]1C(=O)N2C(C(=O)OCOC(=O)C(C)(C)C)=C(COC(N)=O)CS[C@H]12)c1csc(N)n1,-1%
COc1ccc(Oc2ncc3ncc(=O)n(C[C@H]4CCCO4)c3n2)cc1,-4%
O=C(O)C[CH2][Ge](=[O])[O][Ge](=[O])[CH2]CC(=O)O,-3%
c1cncc(-c2cc(-n3ccnc3)ncn2)c1,-1%
CCCC1CC(C(=O)N[C@H](C(C)O)C2OC(SC)[C@@H](O)C(O)C2O)N(C)C1 (stereo partly drawn),-4%
CC(C)(CCCCCCCCCCC(C)(C)CC(=O)O)CC(=O)O,-7%
COc1ccc(NC(=O)N2CCCC3(CCN(C(=O)c4cnccn4)CC3)C2)cc1,-2%
CCCNC(=O)N1N=C(c2ccc(N)cc2)c2cc3c(cc2C1C)OCO3 (stereo not drawn),0%
CN(Cc1ccco1)c1nc(-c2ccc3c(c2)OCO3)nc2ccccc12,-1%
COc1cc(O)c2c(c1)O[C@H](c1ccccc1)CC2=O,-3%

# Given with tabs: part of the list above
Molecule	Glioma ERSR ind
COc1ccc(Oc2ncc3ncc(=O)n(C[C@H]4CCCO4)c3n2)cc1	-4%
O=C(O)C[CH2][Ge](=[O])[O][Ge](=[O])[CH2]CC(=O)O	-3%
c1cncc(-c2cc(-n3ccnc3)ncn2)c1	-1%

# Next part:
SMILES,Glioma ERSR ind
COc1cccc(-c2cncnc2N(C)Cc2ccco2)c1,-6%
FC(F)(F)c1cccc(-c2cn[nH]c2C2CCCN(Cc3cccn3-c3ccccn3)C2)c1 (stereo not drawn),-5%
CSCCC(N)C(=O)NC(CC(C)C)C(=O)NC(Cc1ccccc1)C(=O)O (stereo not drawn),-5%
CC(C)[C@@H](OCc1ccccc1)[C@H](C)/C=N\OC[C@@H](O)COCc1ccco1,-2%
Cn1c(=O)c(-c2ccccc2)nc2cnc(N3CCNCC3)nc21,5%
CC(=O)OC[C@@H]1O[C@H](CCO/N=C(\C)CCC(=O)OC[C@@H]2O[C@H](C#Cc3ccccc3)C=C[C@@H]2Oc2ccc(C)cc2)C=C[C@@H]1OC(C)=O,-4%
COCCn1c(=O)c(-c2cn(C)c3ccccc23)nc2cnc(Oc3ccc(OC)cc3)nc21,-4%
Cc1occc1C(=O)Nc1cccc(-c2nc(CNC(=O)c3cccc(C#CC(C)(C)O)c3)c(C)o2)c1,-5%
CC/C=C\C/C=C\C/C=C\CCCCCCCCCCCC(=O)O,-3%
Clc1ccccc1-c1cc(NCc2ccccc2)ncn1,0%
CN1CCN(c2ncc3nc(-c4cccc(C#N)c4)c(=O)n(C)c3n2)CC1,0%
COC(=O)C/C=C1\c2ccccc2C(OC)C1C (stereo not drawn),-3%
CCNc1ncc2nc(-c3cn(C)c4ccccc34)c(=O)n(Cc3cccs3)c2n1,1%
COc1ccc(-c2ccccc2C2NC(C(=O)O)CCC2C)cc1 (stereo not drawn),-5%
COc1ccccc1C1CN(Cc2cn(C)nc2C)Cc2ccccc2O1 (stereo not drawn),-5%
Cn1ccnc1,-5%
CO[C@@H]1COC(=O)C/C=C\[C@@H](C)[C@@H]2C=C[C@H](O)[C@@H](COC(=O)CCC[C@H]1C)O2,-3%
CCOC(=O)OCC1C=C[C@H](c2cc(-c3ccccc3)ccc2O)C(c2ccc(C(C)=O)cc2)O1 (stereo partly drawn),-3%
CN1C(=O)CC[C@H]1c1cccnc1,1%
Cc1ccc(-c2ccnc(-n3ncc(C(=O)N(C)CC4CCCN(C)C4)c3C)n2)o1 (stereo not drawn),0%
O=c1n(-c2ccccc2)c(=O)n2n1CC[C@H]1/C(=N\OCc3ccccc3)[C@H]3O[C@@H]3[C@@H](O)[C@@H]12,-4%
Cc1nc2cnc(Oc3ccccc3)nc2n(CCc2ccccc2)c1=O,-3%
CO[C@@]1(NC(=O)CSC(F)F)C(=O)N2C(C(=O)O)=C(CSc3nnnn3CCO)CO[C@@H]21,-3%
CC[C@]1(O)C[C@@H]2CN(CCc3c([nH]c4ccccc34)[C@](C(=O)OC)(c3cc4c(cc3OC)N(C=O)[C@H]3[C@@](O)(C(=O)OC)[C@H](C(=O)OC)[C@@]5(CC)C=CCN6CC[C@]43[C@H]65)C2)C1,4%
O=C(O)CN(CCOCCOCCN(CC(=O)O)CC(=O)O)CC(=O)O,-6%&-4%

# Next part
SMILES,Glioma ERSR ind
CC(C)CN(C[C@@H](O)[C@H](Cc1ccccc1)NC(=O)O[C@H]1CO[C@H]2OCC[C@H]21)S(=O)(=O)c1ccc(N)cc1,-6%
NC(C(=O)O)[C@@H]1CC(Cl)=NO1 (stereo partly drawn),-8%
Cc1ccc(C2CC(=O)Oc3cc4c(cc32)OCO4)cc1 (stereo not drawn),2%
COc1ccc(NC(=O)N2CCC3(CC2)CCN(C(=O)c2cc(C(F)(F)F)cc(C(F)(F)F)c2)CC3)cc1,-1%
CCC[C@@H]1O[C@@H]2C[C@@H]3[C@H]4CCC5=CC(=O)C=C[C@@]5(C)[C@H]4[C@H](O)C[C@@]3(C)[C@@]2(C(=O)CO)O1,-1%
O=C(Nc1ccccc1)N1CC[C@@]2(CCCN(C(=O)c3cccc(F)c3)C2)C1,-1%
Cc1cnc(C)c(-c2cccc3c2OC(CNC(=O)c2cc(C)on2)C3)n1 (stereo not drawn),u
COCC(=O)N1CCC2(CC1)CCN(c1ncccn1)CC2,-1%
Cc1c(C(=O)NCc2ccco2)cnn1-c1ncc2c(n1)-c1ccccc1CC2,7%
CCN1C(=O)[C@H]2[C@H]3[C@H](O)[C@H](O)C/C(=N/O[C@@H]4O[C@H](COC(C)=O)[C@@H](OC(C)=O)[C@H](OC(C)=O)[C@H]4OC(C)=O)[C@@H]3CC[C@@H]2C1=O,-5%
CSc1nc(C(=O)NCc2nc(-c3cccc(NC(=O)c4ccc(C)s4)c3)oc2C)cs1,-6%
COc1ccccc1C(=O)N(Cc1cc2cccc(C)c2nc1N1CCC(O)CC1)C1CC1,-3%
N#Cc1ccc(CN2CC3(CCN(C(=O)c4ccco4)CC3)C2)cc1,-2%
CNC(=O)[C@H]1O[C@H](n2cnc3c(NCc4cccc(I)c4)ncnc32)[C@@H](O)[C@@H]1O,-4%
c1nc(NC2CCNCC2)c2cc(-c3ccc4c(c3)OCO4)ccc2n1,-4%
C[C@]12CCC(=O)C=C1CC[C@H]1[C@@H]3CC[C@](O)(C(=O)CO)[C@@]3(C)C[C@H](O)[C@@]12F,0%
C[Se]CC[C@H](N)C(=O)O,-4%
COC(=O)[C@H](Cc1ccccc1)NC(=O)[C@@H](C)CO,-3%
CC(=O)NCCNc1ncnc2ccc(-c3ccccc3Cl)cc12,-2%
O=c1c(-c2cccs2)nc2cnc(Oc3ccccc3)nc2n1-c1ccccc1,-3%
NCCCNCCCCN(CCCN)/[N+]([O-])=N/O,-3%
COC(=O)NC(c1cccc(C)c1)C(C(C)=O)C(=O)OC (stereo not drawn),-4%
C/C(=C\C(=O)OCCCCCCCCC(=O)O)C[C@@H]1OCC(C[C@H]2O[C@H]2[C@@H](C)[C@H](C)O)[C@@H](O)[C@H]1O (stereo partly drawn),-4%
CC(=O)N1CC[C@H]2CC(=O)CC[C@@]21C,-3%

# Look-ups from the entries so far:
# Entry for `CCN1C(=O)[C@H]2[C@H]3[C@H](O)[C@H](O)C/C(=N/O[C@@H]4O[C@H](COC(C)=O)[C@@H](OC(C)=O)[C@H](OC(C)=O)[C@H]4OC(C)=O)[C@@H]3CC[C@@H]2C1=O` under Glioma ERSR ind: -5%
# Entry for `CC(C)CN(C[C@@H](O)[C@H](Cc1ccccc1)NC(=O)O[C@H]1CO[C@H]2OCC[C@H]21)S(=O)(=O)c1ccc(N)cc1` under Glioma ERSR ind: -6%
# Entry for `NC(C(=O)O)[C@@H]1CC(Cl)=NO1` (stereo partly drawn) under Glioma ERSR ind: -8%

# A portion of the library, so the mix of outcomes need not match the whole.
